KCNK9 block: human KCNK9 channel inhibition; Q9NPC2; actives 1.2% (n = 310,000); HEK293 KCNK9, FluxOR thallium flux fluorescence; stronger effect = lower value; AID 488922; B-score at 10 µM;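 active = ratio B-score over 3 SD below the library mean, with starting fluorescence within 5 SD of its mean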;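 also: negative B-score means less thallium flux so channel inhibition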
Target sequence (Q9NPC2 whole entry, looked up): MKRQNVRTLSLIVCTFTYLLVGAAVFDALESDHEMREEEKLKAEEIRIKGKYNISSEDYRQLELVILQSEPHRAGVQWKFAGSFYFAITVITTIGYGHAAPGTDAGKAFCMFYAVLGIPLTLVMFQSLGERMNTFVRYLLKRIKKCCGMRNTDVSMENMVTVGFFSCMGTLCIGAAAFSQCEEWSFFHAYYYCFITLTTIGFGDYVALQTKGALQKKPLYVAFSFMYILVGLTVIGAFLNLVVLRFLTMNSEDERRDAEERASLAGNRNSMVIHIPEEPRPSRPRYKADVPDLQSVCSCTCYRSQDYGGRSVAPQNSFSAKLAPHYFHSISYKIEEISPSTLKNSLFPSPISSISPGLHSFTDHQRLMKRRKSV
KCNQ1 act: potentiators or activators of human KCNQ1 potassium channel; CHO-K1 KCNQ1, thallium flux FluxOR fluorescence; stronger effect = higher value; B-score at 10 µM; actives 0.35% (n = 310,000); AID 2648;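 active = fluorescence ratio B-score, a plate-corrected score, at least three library SD, with initial intensity B-score within 5 SD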
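Assay system: stable KCNQ1 CHO-K1 line; medium: assay buffer, equal DMSO in all wells; timing: 90 min dye loading and 20 min compound exposure, both at room temperature; technique: kinetic FluxOR thallium fluorescence, 10-s 1-Hz baseline, 110-s post-stimulus read; read-out basis: B score of baseline-normalized fluorescence ratio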
KCNQ1 inh: inhibitors of human KCNQ1 potassium channel; B-score at 10 µM; actives 1.3% (n = 310,000); CHO-K1 KCNQ1, FluxOR thallium flux fluorescence; stronger effect = higher value; P51787;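 active = compounds whose thallium flux B-score, printed positive for inhibition, exceeds three library SD while starting fluorescence stays within three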;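 also: channel opened by potassium depolarization with thallium stimulus after 20 min compound exposure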
RGS4 act: RGS4 potentiation or activation. B-score at 10 µM. actives 0.92% (n = 310,000). HEK293 M3R/inducible RGS4, carbachol calcium flux Fluo4; stronger effect = lower value;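 active = B-score of the integrated calcium signal more than 4 SD below the library mean, with starting fluorescence not abnormally high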;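 also: negative B-score means reduced calcium response which marks RGS4 activation or potentiation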
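Also added: carbachol at ECmax as muscarinic agonist stimulus; Assay system: HEK293 cells with stable M3R and inducible RGS4; Timing: overnight RGS4 induction, 30 min dye load 37 °C, 20 min compound RT; Measured by: Fluo4-AM (2 µM) calcium-flux fluorescence, kinetic read.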
TMEM16A act: activates or potentiates the mouse TMEM16A chloride channel | Q8BHY3 | HEK293 TMEM16A/YFP-H148Q/I152L, iodide quench fluorescence; stronger effect = lower value | B-score at 10 µM | actives 0.3% (n = 340,000) | AID 623877;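 active = fluorescence-ratio B-score plate-corrected deviation score at least 3 library SD below zero, with starting fluorescence score within 5 deviations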;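 also: channel opened by trigger with iodide after compound preincubation; score built on the fluorescence ratio of max minus min over baseline; more negative score means more quench and so TMEM16A activation or potentiation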
TMEM16A inh: mouse TMEM16A channel inhibition, primary screen; Q8BHY3; HEK293 TMEM16A/YFP iodide influx fluorescence, ionomycin; normalized B-score (activity score, 25-100; higher = stronger inhibition) at 10 µM; actives 1.2% (n = 310,000);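 active = ratio plate-corrected score three or more library SD toward inhibition, starting fluorescence score within five deviations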;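 also: score derived from kinetic fluorescence span divided by baseline fluorescence per well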
RGS4 inh: human RGS4 inhibition; HEK293 M3R/RGS4 inducible, Fluo-4 calcium flux; stronger effect = higher value; triggered by carbachol at its EC20; actives 0.45% (n = 310,000); B-score at 10 µM; AID 463165; P49798;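 active = B-score, a plate-corrected calcium signal, over three deviations above library mean, with baseline fluorescence within five deviations of library mean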;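 also: RGS4 expression induced by doxycycline in cells with stable M3 receptor; B-score is computed from the integrated fluorescence ratio over baseline after carbachol; higher B-score means a larger calcium signal and so more RGS4 inhibition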
Target sequence (P49798 whole entry, looked up): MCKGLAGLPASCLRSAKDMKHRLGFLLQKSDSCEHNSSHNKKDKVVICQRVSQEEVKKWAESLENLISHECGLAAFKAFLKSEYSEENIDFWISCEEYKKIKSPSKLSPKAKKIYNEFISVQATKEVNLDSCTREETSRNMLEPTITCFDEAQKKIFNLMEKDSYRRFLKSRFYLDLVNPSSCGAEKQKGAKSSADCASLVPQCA
KCNK3 block: human KCNK3 channel inhibition, primary screen; O14649; CHO-KCNK3 thallium flux, FluxOR fluorescence; stronger effect = lower value; B-score at 10 µM; actives 0.84% (n = 340,000); AID 602410;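 active = B-score under library mean minus 4 SD, starting fluorescence ratio at most library mean plus 5 SD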;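 also: more negative B-score means stronger inhibition of thallium flux through KCNK3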
SKKanGAS inh: SKKanGAS growth inhibition. actives 1.3% (n = 300,000). AID 1662. inhibition, % at 7.5 µM. S. pyogenes SKKanGAS, kanamycin growth, BacTiter-Glo, 6 h;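 active = mean replicate score, as percent of positive control median, at least 50; inconclusive = mean below 50 but one replicate at or above 50; inactive = mean and every replicate below 50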;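 also: strain carries kanamycin resistance gene driven by streptokinase promoter and grows in 40 µg/ml kanamycin; loss of luminescence reflects streptokinase promoter inhibition or plain growth inhibition; 0% = median of DMSO wells and 100% = positive control at its reference dose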
hERG protect: compounds protecting human hERG from proarrhythmic drug block | CHO-hERG, FluxOR thallium flux, dofetilide IC70 present | Q12809 | activation (rescue from dofetilide block), less the hit threshold, % at 10 µM | actives 0.51% (n = 310,000);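 active = activation above the mean of controls blocked by dofetilide plus 5 SD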;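 also: thallium influx through hERG after potassium depolarization seen as dye fluorescence rise; in these data hits start at about 4.7%; inactives centre near -7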
HDAC3 inh: human HDAC3 inhibition. O15379. recombinant HDAC3, fluorogenic peptide/trypsin coupled, fluorescence. inhibition, % at 8.3 µM. actives 0.15% (n = 320,000). AID 2718; in the data active = inhibition above about 26%, passing the limit was not always enough; inconclusive = no clear call, values can overlap the other calls
Target sequence (O15379 whole entry, looked up): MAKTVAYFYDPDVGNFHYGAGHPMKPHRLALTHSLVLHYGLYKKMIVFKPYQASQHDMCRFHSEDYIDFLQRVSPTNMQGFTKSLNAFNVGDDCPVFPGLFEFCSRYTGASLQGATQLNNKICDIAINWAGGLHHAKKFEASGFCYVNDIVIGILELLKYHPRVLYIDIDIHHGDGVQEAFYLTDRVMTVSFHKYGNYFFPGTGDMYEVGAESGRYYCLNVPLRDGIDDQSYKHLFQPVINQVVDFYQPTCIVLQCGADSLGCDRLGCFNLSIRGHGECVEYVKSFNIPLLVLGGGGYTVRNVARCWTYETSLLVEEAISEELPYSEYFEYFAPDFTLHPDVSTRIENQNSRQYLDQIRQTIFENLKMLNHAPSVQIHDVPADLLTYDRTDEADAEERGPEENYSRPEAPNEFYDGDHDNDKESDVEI
* = called active by the depositor; i = inactive; u = inconclusive; x = not tested or not shown.

Below each SMILES – KCNK9 block	KCNQ1 act	KCNQ1 inh	RGS4 act	TMEM16A act	TMEM16A inh	RGS4 inh	KCNK3 block	SKKanGAS inh	hERG protect	HDAC3 inh
CCOC(=O)c1ccc(NC(=O)CN2CCN(c3ccccc3)CC2)cc1
 : i	i	i	i	i	i	i	i	4	-7	1
CC(=O)NCCc1nc2cc(NC(=O)COc3cccc(C)c3)ccc2n1C
 : i	i	i	i	i	i	i	i	-6	-4	-19
COc1cc(C(=O)Nc2ccc(C)cc2)c(-n2cnnn2)cc1OC
 : i	i	i	i	i	i	i	i	-5	-16	4
COc1cccc(CNC(=O)CCS(=O)(=O)c2cccs2)c1
 : i	i	i	i	i	i	i	i	-7	-15	-7
COc1ccc(OC)c(NC(=O)CSc2nc3ccccc3c3nc4ccccc4n23)c1
 : i	i	i	i	x	x	i	x	x	-6	x
CC(C)(C)c1cc(P(=O)(c2ccccc2)c2ccccc2)ccc1O
 : i	i	i	i	i	i	i	i	-2	-11	-2
Cc1cccc(C)c1NC(=O)CNC(=O)C(NC(=O)c1ccc(C(C)(C)C)cc1)C(C)C (stereo not given)
 : i	i	i	i	i	i	i	i	8	-7	-1
Cn1cc(CCC(=O)N2CCCC(N3CCN(c4ccccc4F)CC3)C2)cn1 (stereo not given)
 : i	i	i	i	i	i	i	i	-2	-6	3
CCC1Oc2ccccc2N(CC(=O)NCCCN2CCN(Cc3ccccc3)CC2)C1=O (stereo not given)
 : i	i	i	i	i	i	i	i	1	-9	-1
CC(=O)c1cccc(NC(=O)C23CC4CC(C2)CC(n2cncn2)(C4)C3)c1
 : i	i	i	i	i	i	i	i	0	-8	-5
COCCNC(=O)C(OC(=O)CC1Sc2ccccc2NC1=O)c1ccccc1 (stereo not given)
 : i	i	i	i	i	i	i	i	0	-5	1
CN(C)S(=O)(=O)c1ccc(C(=O)Nc2nnc(-c3ccco3)o2)cc1
 : i	i	i	i	i	i	i	i	15	-5	1
CCc1cc(=O)oc2cc(OCC(=O)NCC3CCC(C(=O)O)CC3)ccc12 (stereo not given)
 : i	i	i	i	i	i	i	i	3	-2	-6
CCOc1cc(C(=O)Nc2cc(=O)n(C)c(=O)n2C)cc(OCC)c1OCC
 : i	i	i	i	i	i	i	i	-6	-7	4
COc1ccc(Br)cc1/C=N/n1c(COc2ccccc2)n[nH]c1=S
 : i	i	i	i	x	i	i	i	2	-3	-4
CCS(=O)(=O)N1CCN(c2ccc(C(=O)N3CCOCC3)cc2[N+](=O)[O-])CC1
 : i	i	i	i	i	i	i	i	2	-12	-3
Cc1cccc(C)c1OCCN1CCOCC1
 : i	i	i	i	i	i	i	i	3	-3	-2
CCCc1ccc(NS(=O)(=O)c2c(C)oc(C)c2C(=O)OC)cc1
 : i	i	i	i	i	i	i	i	26	-6	11
CC1CC(NS(=O)(=O)c2cccs2)CC(C)(C)C1 (stereo not given)
 : i	i	i	i	i	i	i	i	-4	-1	2
CCC(Sc1ccc2nnc(-c3ccc(OC)c(OC)c3)n2n1)C(=O)O (stereo not given)
 : i	i	i	i	i	100*	i	i	1	-14	2
CCC(c1c(C)[nH]oc1=O)c1c(C)[nH]oc1=O
 : i	i	i	i	i	i	i	i	-6	-10	1
CC1(C)Cc2c(cnn2-c2ccc(F)cc2)C(NC(=O)CCn2cncn2)C1 (stereo not given)
 : i	i	i	i	i	i	i	i	9	-5	-4
O=C(CNC(=O)c1ccc(Br)cc1)NCc1cccnc1
 : i	i	i	i	i	i	i	i	-3	-10	1
O=C(Nc1ccc(S(=O)(=O)Nc2cnc3ccccc3n2)cc1)c1ccc([N+](=O)[O-])cc1Cl
 : i	i	i	i	i	i	i	i	-12	-5	3
COc1ccccc1CNCC(O)Cn1c2ccccc2c2ccccc21 (stereo not given)
 : i	i	i	i	i	i	i	i	4	-25	3
COc1ccc(OC)c(S(=O)(=O)Nc2ccccc2F)c1
 : i	i	i	i	i	i	i	i	-6	-5	6
CC1(C)[C@@H](O)CC[C@]2(C)C3C(O)C=C4[C@H]5C[C@@](C)(CO)CC[C@]5(C)CC[C@]4(C)[C@]3(C)CC[C@@H]12 (stereo not given in full)
 : i	i	i	i	i	i	i	i	99*	-4	2
COc1ccc(S(=O)(=O)N2CCSC2c2ccccc2)cc1 (stereo not given)
 : i	i	i	i	i	i	i	i	4	-9	8
Cc1ccc(OCCC(=O)OCC(=O)Nc2ccccc2)cc1
 : i	i	i	i	i	i	i	i	9	-7	0
CN1CCN(c2nc3c(c(=O)n(C)c(=O)n3C)n2Cc2cccc(Br)c2)CC1
 : i	i	i	i	i	i	i	i	3	-8	3
COC(=O)c1cc(NC(=O)CN2CCN(C(C)=O)CC2)cc(C(=O)OC)c1
 : i	i	i	i	i	i	i	i	2	-13	2
Cc1cccc(CNc2ncc(-c3cccc([N+](=O)[O-])c3)n2C)c1
 : i	i	i	i	i	i	i	i	8	-15	0
CCNC(=O)NC1(C(=O)N2CCC(Cc3ccccc3)CC2)CCCCC1
 : i	i	i	i	i	i	i	i	3	-5	2
Cc1ccc(-n2c(SCc3nc4ccccc4[nH]3)nnc2-c2ccncc2)cc1
 : i	i	i	i	i	i	i	i	-5	-5	0
CC(C)(C)NC(=S)NCc1ccc2c(c1)OCO2
 : i	i	i	i	i	i	i	i	-8	-5	u
COc1ccc(Cl)cc1C(=O)OCC(=O)N(CC(C)C)c1c(N)n(Cc2ccccc2)c(=O)[nH]c1=O
 : i	i	i	i	i	i	i	i	2	-13	4
O=C(COC(=O)c1c2c(nc3ccccc13)/C(=C\c1cccs1)CCC2)Nc1ccccc1Cl
 : i	i	i	i	i	i	i	i	5	-7	10
COC(=O)c1oc2c(c1C)C(=O)CC(C)(C)C2
 : i	i	i	i	i	i	i	i	1	-9	-4
Cc1c(NS(=O)(=O)c2ccc3[nH]c(=O)[nH]c3c2)c(=O)n(-c2ccccc2)n1C
 : i	i	i	i	i	i	i	i	-5	-9	2
Cc1ccc(-c2nnn(CC(=O)N(CC(=O)NC3CCCCC3)c3ccc(F)c(Cl)c3)n2)o1
 : i	i	i	i	i	i	i	i	-7	-8	-8
COc1ccc(Cl)cc1C(=O)NCc1cnn(C)c1C
 : i	i	i	i	i	i	i	i	5	-5	-3
CCOc1cccnc1Sc1ccccc1
 : i	i	i	i	i	i	i	i	7	-5	0
Cc1cnccc1CN(C)Cc1cn(C)nc1-c1ccc(Oc2ccccc2)cc1
 : i	i	i	i	i	i	i	-10*	14	-21	9
CCOC(=O)COc1ccc2c(c1)C(=O)CC1(CCCCC1)O2
 : i	i	i	i	i	i	i	i	5	-15	-13
COC(=O)CSc1nc(-c2cccs2)ccc1C#N
 : i	i	i	i	i	i	i	i	4	-8	-18
COc1cccc(-c2nc(CS(=O)(=O)CC(=O)NCCCN3CCN(C)CC3)c(C)o2)c1
 : i	i	i	i	i	i	i	i	1	-8	-13
Cc1nnc(SCc2ccc(F)cc2)n1NC/C=C/c1ccccc1
 : i	i	i	i	i	i	i	i	-8	-11	9
Oc1ccccc1N1CCN(CC(O)COC2CCCc3ccccc32)CC1 (stereo not given)
 : i	i	i	i	i	i	i	i	0	-6	0
CCCC(=O)Nc1ccc(C(=O)NCC(=O)OCC)cc1
 : i	i	i	i	i	i	i	i	4	-4	2
C=CCN1C=CC=C/C1=C1\SC(=S)N(C)C1=O
 : i	i	i	-8.3*	i	i	i	i	6	-5	3

(next part)
Below each SMILES – KCNK9 block	KCNQ1 act	KCNQ1 inh	RGS4 act	TMEM16A act	TMEM16A inh	RGS4 inh	KCNK3 block	SKKanGAS inh	hERG protect	HDAC3 inh
COc1cccc(C(C(=O)NC2CCCC2)N(CCC(C)C)C(=O)CCC(=O)Nc2cc(C)on2)c1 (stereo not given)
 : i	i	i	i	i	i	i	i	5	-4	0
COC(=O)c1cc2ccccc2n1S(=O)(=O)c1ccccc1
 : i	i	i	i	i	i	i	i	14	-10	-7
Cc1ccccc1NC(=O)CCS(=O)(=O)c1ccc(Br)s1
 : i	i	i	i	i	i	i	i	6	-4	-1
COc1ccc(C2NC(=O)NC(C)=C2C(=O)OC2CCCCC2)cc1OC (stereo not given)
 : i	i	i	i	x	i	i	i	3	-10	-3
COc1ccc2nc(SCC(=O)Nc3nonc3C)[nH]c2c1
 : i	i	i	i	i	i	i	i	2	3	-1
Cc1cc(-c2cccnc2)c(C#N)c(SCc2cccc(F)c2)n1
 : i	i	i	i	i	i	i	i	2	-3	-1
COc1ccc(-n2c(C)n[nH]c2=O)cc1
 : i	i	i	i	i	i	i	i	1	-8	-1
Cc1nn(C(C)CC(=O)O)c(C)c1C (stereo not given)
 : i	i	i	i	i	i	i	i	0	-3	-9
COC(=O)c1c(NC(=O)C2CC=CCC2C(=O)O)sc(C(N)=O)c1C (stereo not given)
 : i	i	i	i	i	i	i	i	-1	-4	6
COc1cccc(NC(=O)c2cncs2)c1
 : i	14*	i	i	i	i	i	i	-6	5.0*	-1
CCn1c(=O)n(CC(=O)NCC2CCCO2)c(=O)c2c3c(sc21)COC(C)(C)C3 (stereo not given)
 : i	i	i	i	i	i	i	i	2	-8	5
CCc1ccc2nc3sc(C(=O)N4CCc5ccccc54)c(N)c3cc2c1
 : i	i	i	i	x	i	i	x	2	-7	-4
COc1cc(/C=N/NC(=O)c2cc(-c3ccccc3OC(C)C)nc3ccccc23)ccc1O
 : i	i	i	i	i	i	i	i	19	-15	u
Cn1c(NC(=O)CCc2ccccc2)cc(=O)n(C)c1=O
 : i	i	i	i	i	i	i	i	0	-4	-2
CCOC(=O)c1c(C)[nH]c(C)c1C(=O)COC(=O)CCOc1ccccc1OC
 : i	i	i	i	i	i	i	i	2	-11	2
CCS(=O)(=O)N1Cc2ccccc2CC1C(=O)Nc1nccs1 (stereo not given)
 : i	i	i	i	i	i	i	i	3	-13	2
C=CCNc1nnc(Cl)c2ccccc12
 : i	i	i	i	i	i	i	i	-1	-16	4
